TRHR enhancer – allosterically enhances the human TRH receptor. TRHR cells, fluo-8 calcium fluorescence, EC20 TRH enhancement. AID 493056. actives 0.66% (n = 360,000). enhancement, % at 2 µM; in the data active means enhancement above about 30%; further: 0% is about no effect
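TRHR-expressing cells loaded with fluo-8 calcium dye were read kinetically (ex 480/em 530) during compound addition, then stimulated with an EC20 of TRH (10 nM final). Enhancement of the Gq-mediated intracellular calcium response was scored.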
D2 agonist – activates the human D2 dopamine receptor. AID 485358. activation, % at 2 µM. P14416. HEK293 T-REx D2 cells, calcium flux agonist mode. actives 0.53% (n = 340,000);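 active means activation over 3 SD above normal in the single-dose calcium agonist read, cut at about 30% in these data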; further: 0% is about no effect
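Calcium-flux readout, 1 cycle/sec over 180 s following compound pin transfer, in inducible HEK293 Trex D2 cells (force-coupled); dopamine controls included. Positive calcium responses during this window marked compounds as potential agonists.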
D2 potentiator – positively modulates the human D2 dopamine receptor allosterically. potentiation, % at 10 µM. HEK293 T-REx D2, calcium flux, EC20 dopamine potentiation. actives 0.34% (n = 340,000). AID 485347. P14416;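 active means potentiation over 3 SD above the plate norm, cut at about 30% in these data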; further: 0% is about no effect
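Tetracycline-induced Hek293 Trex D2 cells, force-coupled to calcium, loaded with no-wash calcium dye. Compound added with 180 s kinetic read for agonism, then EC20 dopamine and a further 180 s read for potentiation.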
RXFP1 antagonist – blocks the human relaxin receptor RXFP1; Q9HBX9; HEK293-RXFP1, relaxin-stimulated cAMP HTRF, 30 min; hits give low values; activity change, negative = inhibition, % at 57.5 µM; actives 0.59% (n = 350,000); AID 1259400;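 active means activity change of -60% or lower, but not beyond a set lower limit; inconclusive means change between -60% and -40%, or beyond the set limit; inactive means change above -40%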; further: on the % scale 0 is the no-effect control and ±100 the full control effect
Target sequence (Q9HBX9 whole entry, looked up): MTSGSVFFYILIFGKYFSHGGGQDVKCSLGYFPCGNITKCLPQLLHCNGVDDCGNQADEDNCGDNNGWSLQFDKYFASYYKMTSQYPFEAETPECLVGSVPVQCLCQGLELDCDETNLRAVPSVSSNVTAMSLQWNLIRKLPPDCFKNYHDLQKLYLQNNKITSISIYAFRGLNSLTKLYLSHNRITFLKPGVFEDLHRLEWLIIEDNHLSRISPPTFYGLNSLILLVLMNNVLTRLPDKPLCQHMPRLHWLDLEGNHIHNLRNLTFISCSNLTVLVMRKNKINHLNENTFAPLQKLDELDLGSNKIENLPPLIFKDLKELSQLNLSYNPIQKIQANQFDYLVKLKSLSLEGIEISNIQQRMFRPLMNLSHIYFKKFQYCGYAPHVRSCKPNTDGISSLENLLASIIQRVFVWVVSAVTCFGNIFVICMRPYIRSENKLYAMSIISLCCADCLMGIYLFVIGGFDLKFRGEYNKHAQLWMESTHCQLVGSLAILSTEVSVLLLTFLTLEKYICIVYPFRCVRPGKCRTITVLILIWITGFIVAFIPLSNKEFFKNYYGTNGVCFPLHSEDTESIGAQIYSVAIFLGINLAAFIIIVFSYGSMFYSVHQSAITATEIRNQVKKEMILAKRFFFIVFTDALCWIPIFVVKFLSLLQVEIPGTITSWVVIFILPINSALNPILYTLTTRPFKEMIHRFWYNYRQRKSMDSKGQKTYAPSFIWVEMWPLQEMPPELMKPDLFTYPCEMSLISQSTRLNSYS
D1 antag – human D1 dopamine receptor antagonism. P21728. HEK293 TREx D1 cells, calcium flux, dopamine EC80; hits give low values. activity change, negative = inhibition, % at 10 µM. actives 3.2% (n = 360,000). AID 504652; in the data active means activity change below about -30%; further: on the % scale 0 is the no-effect control and ±100 the full control effect
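After overnight tetracycline induction at 30 C, force-coupled D1 HEK293 cells took up a no-wash calcium dye at room temperature. Compounds were added and monitored 180 s, and the response to EC80 dopamine was then recorded.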
TRHR ag – TRH receptor (human) agonism | P34981 | TRHR cells, calcium flux fluo-8, FDSS agonist mode | activation, % at 2 µM | actives 0.18% (n = 360,000); further: 0% is about no effect
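Read-out: compound-evoked intracellular calcium rise in TRHR cells, fluo-8 dye, kinetic FDSS fluorescence at 1 s/cycle following a 10-cycle baseline. Cells cultured overnight before dye loading (30 min–1.5 h, RT).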
D2 antagonist – antagonizes the human D2 dopamine receptor; P14416; HEK293 TREx D2 cells, calcium flux, dopamine EC80; inhibition, % at 10 µM; actives 2% (n = 340,000); AID 485344; in the data active means inhibition above about 30%; further: 0% is about no effect
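Calcium flux kinetic readout in an inducible HEK293 TREx D2 line plated overnight at 30 C. After 180 s compound exposure, an EC80 dopamine challenge follows with another 180 s kinetic read to detect antagonism.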
D1 PAM – enhances dopamine response at the human D1 receptor; HEK293 TREx D1 cells, calcium flux, dopamine EC20 potentiation; potentiation, % at 10 µM; actives 0.036% (n = 360,000); AID 504651; in the data active means potentiation above about 30%; further: 0% is about no effect
D1 agonist – activates the human D1 dopamine receptor; AID 504660; actives 1% (n = 360,000); activation, % at 2 µM; HEK293 T-REx D1 cells, calcium flux, agonist mode; further: 0% is about no effect
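Agonism was scored from calcium flux recorded over 180 s (1 read/s) after pintool compound addition, following a 10-cycle baseline. Cells were inducible force-coupled HEK293 TREx D1, plated overnight at 30 C and loaded with no-wash calcium dye.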
The depositor's hits bear a star; u = inconclusive; x = not tested or not shown; & = joins results of further samples. Unless noted, no stated cut-off is given here; in the data, active means activation above about 30%; inactive means the rest.

#1 Cc1nn(Cc2ccc(Cl)cc2)c(C)c1NC(=O)c1cc(C(C)C)on1
#2 COC(=O)c1ccccc1NC(=S)N(Cc1ccc2c(c1)OCO2)Cc1cc2cccc(C)c2[nH]c1=O
#3 CCOc1ccc(NC(=O)N2CC=C(n3c(=O)[nH]c4ccccc43)CC2)cc1
#4 COc1ccc(/C(C)=N/NC(=O)CNC(=O)c2cccs2)cc1OC
#5 O=C(O)CCCCNS(=O)(=O)c1ccc(Cl)c(C(F)(F)F)c1
#6 Cc1cc(OCc2cccc(S(=O)(=O)N3CCOCC3)c2)ccc1Cl
#7 COc1ccc(Cc2nc(=S)[nH][nH]2)cc1Br
#8 Cn1c(-[n+]2c(-c3ccccc3)cc(-c3ccccc3)cc2-c2ccccc2)nc2cc([N+](=O)[O-])ccc21
assay / compound | 1 | 2 | 3 | 4 | 5 | 6 | 7 | 8
TRHR enhancer | 0 | -3 | 3 | 1 | -8 | -1 | 1 | -11
D2 agonist | -0.8 | x | -0.1 | 0.5 | 0.9 | 0.4 | 0.3 | 1.3
D2 potentiator | -5 | x | 1 | 2 | -2 | -3 | -1 | -4
RXFP1 antagonist | -7 | -7 | -8 | -5 | -6 | 4 | -32 | -24
D1 antag | -23 | -8 | -1 | 0 | 11 | -14 | x | 7
TRHR ag | -0.2 | 0.8 | -0.3 | 1.4 | 0.1 | 1.4 | 0.3 | 1.3
D2 antagonist | 1 | x | 1 | 10 | -17 | 9 | -3 | -9
D1 PAM | -6 | -8 | -4 | -3 | 1 | -1 | -5 | -6
D1 agonist | 9 | 4 | 1 | 1 | 1 | 11 | 1 | 18

#9 O=C(NC1CCCCC1)C(c1ccccn1)N(C(=O)c1csnn1)C1CC1 (configuration not stated)
#10 Cc1cc(C(=O)COC(=O)c2ccc(O)cc2O)c(C)n1-c1ccc(OC(F)F)cc1
#11 O=C(Cc1ccccc1F)N1CCC(c2nc3c(nnn3Cc3ccc(F)cc3)c(=O)[nH]2)CC1
#12 CCn1c(COc2ccccc2C)nnc1SCC(=O)N1CCCCC1
#13 NC(=O)[C@@H]1CCCN1C(=O)c1ccc2nc(Cc3cccc(Cl)c3)oc2c1
#14 Cc1ccc(SCCNC(=O)C(CO)(CO)CO)cc1
#15 CCOC(=O)Cc1nnc(NC(=O)CSc2nncn2C)s1
#16 CC(c1ccccc1)C1CC(=O)N(c2ccc([N+](=O)[O-])cc2)C1=O (configuration not stated)
assay / compound | 9 | 10 | 11 | 12 | 13 | 14 | 15 | 16
TRHR enhancer | 8 | 5 | -1 | 11 | 2 | 7 | 18 | -5
D2 agonist | 0.7 | -0.3 | -0.4 | 0.0 | 0.4 | -0.4 | 0.4 | 1.1
D2 potentiator | -1 | 8 | 9 | 3 | -1 | 5 | 2 | -13
RXFP1 antagonist | 1 | u | -29 | -1 | 2 | 15 | -10 | 2
D1 antag | -3 | -28 | 0 | -11 | -4 | 2 | 9 | 11
TRHR ag | 0.4 | -0.7 | 0.0 | -2.0 | 1.9 | -0.2 | 0.0 | -0.1
D2 antagonist | 0 | -7 | x | -2 | -17 | -5 | -8 | 8
D1 PAM | 0 | 4 | -2 | -6 | -5 | 0 | 2 | -5
D1 agonist | 1 | 11 | 0 | -1 | 2 | 2 | 0 | 2

Some values from the results shown.
In D2 agonist, NC(=O)[C@@H]1CCCN1C(=O)c1ccc2nc(Cc3cccc(Cl)c3)oc2c1 is listed with 0.4
In D2 agonist, CC(c1ccccc1)C1CC(=O)N(c2ccc([N+](=O)[O-])cc2)C1=O (configuration not stated) is listed with 1.1

Other structures.
#17 O=C(c1ccc(OCC2CCCO2)cc1)N1CCN(S(=O)(=O)c2cccc(F)c2)CC1 (configuration not stated)
#18 Oc1ccccc1N=Cc1ccc[nH]1
#19 Cc1ccc(S(=O)(=O)Nc2ccc3nc(C)sc3c2)cc1
#20 CCOc1ccc2nc(N3CCCC(C(=O)NCc4ccccc4OC)C3)sc2c1 (configuration not stated)
#21 O=C(NC(=S)Nc1nc(-c2cccc3ccccc23)cs1)c1cc2ccccc2o1
#22 CCOC(=O)C1CCN(c2cc3c(cc2NC(=O)c2ccccc2Cl)n(C)c(=O)n3C)CC1
#23 O=C(CN1CCN(C(c2ccccc2)c2ccccc2)CC1)NCc1ccccc1
#24 CC(C)N(Cc1nc(-c2ccccc2)no1)C(=O)c1ccc(Cl)cc1
assay / compound | 17 | 18 | 19 | 20 | 21 | 22 | 23 | 24
TRHR enhancer | 6 | 4 | 3 | 6 | -1 | -3&-9 | 1 | -7
D2 agonist | 0.4 | 0.7 | -1.2 | 0.2 | 0.6 | 0.2 | 1.8 | 51*
D2 potentiator | 2 | 18 | -3 | 22 | -9 | 21&13 | -13 | -20
RXFP1 antagonist | 11 | -7 | -20 | -11 | 6 | -25&-19 | -74* | -6
D1 antag | 9 | 21 | -34* | -8 | -4 | -4&-5 | 4 | 4
TRHR ag | -0.4 | -0.3 | -0.5 | 0.4 | 1.6 | 0.3&0.3 | 0.1 | 0.1
D2 antagonist | 12 | -14 | -8 | x | 4 | -15 | -2 | -2
D1 PAM | -1 | -3 | -1 | 5 | -6 | -2&1 | 4 | -4
D1 agonist | 1 | 2 | 15 | -1 | 3 | 0&-1 | 0 | 0

The closing 4 entries of the section before are carried over, then new ones follow:
#21 O=C(NC(=S)Nc1nc(-c2cccc3ccccc23)cs1)c1cc2ccccc2o1
#22 CCOC(=O)C1CCN(c2cc3c(cc2NC(=O)c2ccccc2Cl)n(C)c(=O)n3C)CC1
#23 O=C(CN1CCN(C(c2ccccc2)c2ccccc2)CC1)NCc1ccccc1
#24 CC(C)N(Cc1nc(-c2ccccc2)no1)C(=O)c1ccc(Cl)cc1
#25 CCOC(=O)c1c(NC(=O)C2COc3ccccc3O2)sc2c1CC(C)(C)NC2(C)C (configuration not stated)
#26 C=CCc1cc(OC)ccc1OCC(O)CN1CCN(c2ccc(OC)cc2)CC1 (configuration not stated)
#27 Cc1c(C)n(Cc2ccccc2)c2ncnc(N)c12
#28 Cc1ccc(N(CC(=O)N/N=C/c2cc(C)n(-c3ccccc3C)c2C)S(C)(=O)=O)cc1
#29 O=C(c1ccc(Br)o1)N1CCN(c2ccc(F)cc2)CC1
#30 Cc1cccc(C)c1NC(=S)N/N=C/c1ccccc1C(=O)O
#31 Fc1ccc(NC(=S)NN2CCOCC2)cc1Cl
#32 Cc1nn(C)c2c1c(-c1ccccc1)cc(=O)n2CC(=O)NC(C)c1ccccc1 (configuration not stated)
assay / compound | 21 | 22 | 23 | 24 | 25 | 26 | 27 | 28 | 29 | 30 | 31 | 32
TRHR enhancer | -1 | -3&-9 | 1 | -7 | 8 | 6&11 | 7 | 33* | 7 | -1 | 3 | -3
D2 agonist | 0.6 | 0.2 | 1.8 | 51* | x | 0.1&6.6 | 1.0 | -1.1 | -0.6 | 0.8 | 0.7 | 1.5
D2 potentiator | -9 | 21&13 | -13 | -20 | x | -7 | -1 | -15 | 16 | 11 | 7 | -9
RXFP1 antagonist | 6 | -25&-19 | -74* | -6 | u | -8&-13 | -12 | -10 | 10 | -6 | 1 | -20
D1 antag | -4 | -4&-5 | 4 | 4 | -23 | -7&-23 | 2 | -30* | -3 | 18 | -32* | 30
TRHR ag | 1.6 | 0.3&0.3 | 0.1 | 0.1 | 2.8 | -0.2&0.2 | -0.3 | 1.0 | 0.2 | 0.5 | -0.2 | -0.6
D2 antagonist | 4 | -15 | -2 | -2 | x | -9&14 | -17 | -11 | -5 | -15 | -12 | x
D1 PAM | -6 | -2&1 | 4 | -4 | 3 | -3&6 | -4 | -9 | 1 | -2 | -3 | -2
D1 agonist | 3 | 0&-1 | 0 | 0 | 14 | 6&12 | 7 | 0 | 1 | 3 | 4 | 1

#33 O=C(Nc1ccc(S(=O)(=O)N2CCCc3ccccc32)cc1)C1CCCO1 (configuration not stated)
#34 CC(C)=CCN1CCN(Cc2cccc3nonc23)CC1CCO (configuration not stated)
#35 COc1ccc2nc(NC(=O)c3c(C)noc3C)sc2c1
#36 CCCNC(=O)c1ccc(Cn2c(=O)c3cccn3c3cccnc32)cc1
#37 Cc1noc(C)c1CSc1ccccc1C(=O)N1CCN(c2ccccc2)CC1
#38 COc1ccc(N2CCN(C3CCCN(C(=O)CSC)C3)CC2)cc1 (configuration not stated)
#39 CCOc1ccc(NC2CCN(C(C)=O)CC2)cc1
#40 CSc1nc(-c2ccccc2)nn1S(=O)(=O)c1ccc(Cl)cc1
assay / compound | 33 | 34 | 35 | 36 | 37 | 38 | 39 | 40
TRHR enhancer | -2 | 0 | 5 | 0 | 3 | -9 | 7 | -4
D2 agonist | 1.6 | 0.0 | 0.1 | 0.9 | 0.4 | 1.2 | 0.1 | 0.0
D2 potentiator | -5 | -16 | -1 | -9 | 7 | -1 | -4 | 0
RXFP1 antagonist | -1 | -1 | -2 | -9 | -17 | -7 | 11 | 2
D1 antag | -9 | 6 | -12 | 8 | 16 | -7 | -14 | -9
TRHR ag | -0.2 | -0.2 | -0.3 | 0.3 | -0.2 | 0.5 | 0.6 | 0.1
D2 antagonist | -13 | 14 | -5 | x | -1 | -11 | 6 | 12
D1 PAM | -6 | -4 | -2 | -1 | 1 | 0 | x | 2
D1 agonist | 8 | 0 | 0 | 3 | 1 | 1 | 5 | 6

#41 COc1ccc(C2=CC(=O)C[C@H](c3ccc4c(c3)OCO4)C2)cn1
#42 CCOC(=O)C1=C(COC(=O)COc2cccc(C)c2C)NC(=O)NC1C (configuration not stated)
#43 CC1CCN(S(=O)(=O)c2cn(CC(=O)N3CC(C)CC(C)C3)c(=O)c3ccccc23)CC1 (configuration not stated)
#44 Cc1ccc(CCNC(=O)c2sc3nc4n(c(=O)c3c2C)CCCC4)cc1
#45 COc1ccc(CCNC2=NCCS2)cc1
#46 O=C(CSC1=NS(=O)(=O)c2cc(F)ccc2N1)NCc1ccccc1
#47 Cc1cccc(-c2nnc(SCC(=O)Nc3ncccn3)n2C)c1
#48 CC[N+]1(CC)CC2=Cc3ccccc3CC2C1 (configuration not stated)
#49 CCC(C)NC(=O)CCn1ccc2cc(S(=O)(=O)N3CCCC3)ccc21 (configuration not stated)
assay / compound | 41 | 42 | 43 | 44 | 45 | 46 | 47 | 48 | 49
TRHR enhancer | 11 | -1 | 1 | 14 | -6 | 19 | 3 | 3 | 11
D2 agonist | 0.8 | -0.7 | -0.3 | -1.5 | 0.4 | 0.5 | 3.1 | x | 0.1
D2 potentiator | -1 | 12 | -1 | 8 | -8 | -12 | -1 | x | 4
RXFP1 antagonist | x | 8 | x | -11 | -7 | -6 | -6 | 0 | 12
D1 antag | -20 | -21 | 1 | -1 | -3 | -5 | -8 | -8 | -5
TRHR ag | -0.1 | -1.4 | 0.5 | 0.4 | 0.3 | 1.2 | -0.8 | 0.8 | 0.1
D2 antagonist | 3 | -17 | -3 | x | -1 | -9 | -9 | x | -3
D1 PAM | -4 | -3 | -7 | 0 | -1 | -1 | 5 | -2 | -7
D1 agonist | 3 | 2 | -1 | 4 | 3 | 1 | 1 | 3 | 0

Screens deposited in PubChem by National Center for Advancing Translational Sciences (NCATS).
